Source: PubChem
Sm TGR block: inhibitors of Schistosoma mansoni thioredoxin glutathione reductase; Q962Y6; purified TGR, DTNB reduction, TNB absorbance 405 nm; Potency, µM (top dose mostly 114 µM), without a hit: at the top dose activity change, negative = inhibition, usual class: inhibitors; 3% of 360,000 active; also: potency is read from the fitted curve at half-maximal effect; nearly all actives have a fitted effect of over 60% in size
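TGR 20 nM + NADPH 100 uM (dispensed conc.), cpd preinc 15 min RT; start with NADPH (500 uM addition) then DTNB (15 mM addition). Kinetic TNB absorbance, 405 nm filter. Four-parameter Hill fit across titration.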
AMA1 RON2 block: disrupts binding of P. falciparum AMA1 to RON2 | AlphaScreen AMA1-biotinylated RON2 peptide binding | Potency, µM (doses to about 58.2 µM), for the others: at the highest dose activity change, negative = inhibition, most hits filed as inhibitors | 0.2% of 360,000 active | AID 720542;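 also: potency is read from the fitted curve at half-maximal effect; 0% = vehicle wells and -100% = peptide control; nearly all actives have a fitted effect of over 45% in size; some results filed as inactive show a strong effect at the top dose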
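AMA1 (3D7) with his tag at 25 nM final met compounds first, then biotinylated RON2 peptide at 25 nM; detection used donor plus acceptor beads, 10 µg/mL apiece, read by AlphaScreen after 30 min at room temperature.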
Giardia FBPA inh: blocks Giardia fructose-bisphosphate aldolase activity | A8B2U2 | purified Giardia FBPA | Potency, µM (doses to about 59.6 µM), for inactives: top-dose activity, negative = inhibition, actives largely listed as inhibitors | 0.71% of 290,000 active; also: potency is read from the fitted curve at half-maximal effect; nearly all actives have a fitted effect of over 55% in size
Target sequence (A8B2U2 whole entry, looked up): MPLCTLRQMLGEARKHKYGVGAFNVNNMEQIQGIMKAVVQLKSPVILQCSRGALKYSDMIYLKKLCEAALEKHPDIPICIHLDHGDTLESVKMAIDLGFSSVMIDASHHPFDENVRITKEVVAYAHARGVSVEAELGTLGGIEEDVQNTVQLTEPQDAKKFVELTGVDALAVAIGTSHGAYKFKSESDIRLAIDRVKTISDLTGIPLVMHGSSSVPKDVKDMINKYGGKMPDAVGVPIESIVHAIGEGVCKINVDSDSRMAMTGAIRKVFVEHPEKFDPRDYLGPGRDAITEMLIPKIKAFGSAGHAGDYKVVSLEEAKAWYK
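Giardia FBPA (40 nM reagent) was preincubated 10 min at RT with compound (up to 57.5 uM final), then substrate plus GAPDH/TPI/NAD/arsenate coupling system with diaphorase/resazurin was added; resorufin fluorescence (525/598 nm) was read after 20 min.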
HCMV inh: blocks human cytomegalovirus replication | HFF cells, HCMV-luciferase reporter, 72 h; stronger effect = lower value | activity change, negative = inhibition, % at 57.5 µM | 4.5% of 410,000 active | AID 1259415; in the data active = activity change below about -60%; inconclusive = no clear call, values can overlap the other calls; inactive = above about -39%
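Two compound doses tested in HFFs infected with HCMV-luciferase, MOI 1 PFU/cell, 72 h at 37C. Lysate luminescence read with OneGlo; data normalized against buffer-only and 10uM Salinomycin inhibitor controls.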
AmpC inh no detg: AmpC beta-lactamase inhibition without detergent; AmpC nitrocefin hydrolysis, absorbance 480 nm, 0.0001% Triton; Potency, µM (highest dose often 57.1 µM), for inactives: at the top dose activity change, negative = inhibition, actives largely listed as inhibitors; 0.52% of 330,000 active;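 also: potency is read from the fitted curve at half-maximal effect; plate controls were no compound for no effect and no enzyme for full effect; nearly all actives have a fitted effect of over 20% in size; some results filed as inactive show a strong effect at the top dose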
Target sequence (P00811 whole entry, looked up): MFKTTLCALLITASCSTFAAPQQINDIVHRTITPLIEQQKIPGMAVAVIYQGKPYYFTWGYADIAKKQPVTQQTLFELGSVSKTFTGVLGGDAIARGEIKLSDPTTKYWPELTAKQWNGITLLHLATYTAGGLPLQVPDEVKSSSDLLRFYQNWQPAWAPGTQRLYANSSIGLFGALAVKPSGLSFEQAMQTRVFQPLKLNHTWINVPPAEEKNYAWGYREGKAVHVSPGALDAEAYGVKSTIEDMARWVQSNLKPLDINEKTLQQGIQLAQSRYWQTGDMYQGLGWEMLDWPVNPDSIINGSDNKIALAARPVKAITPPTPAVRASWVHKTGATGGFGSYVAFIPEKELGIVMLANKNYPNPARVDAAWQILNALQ
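20 mM phosphate pH 7.0 + 0.01% (detergent screen) or 0.0001% Triton X-100; 5.3 nM AmpC reagent; cpd preinc 15 min RT; nitrocefin (800 uM stock) to start; A480 q20 s × 4 min; Activity was normalised to no-enzyme and no-compound control wells.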
AmpC inh detg: inhibitors of E. coli AmpC beta-lactamase with detergent; P00811; AmpC hydrolysis of nitrocefin, absorbance 480 nm, 0.01% Triton; Potency, µM (series often up to 114 µM), inactives show at the top dose activity change, negative = inhibition, usual class: inhibitors; 0.041% of 370,000 active;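 also: potency is read from the fitted curve at half-maximal effect; 0% = no-compound wells and -100% = no-enzyme wells; nearly all actives have a fitted effect of over 25% in size; some results filed as inactive show a strong effect at the top dose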
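AmpC (5.3 nM in the dispensed reagent) in 20 mM phosphate pH 7.0 with 0.01% (detergent screen) or 0.0001% Triton X-100 was preincubated with compounds for 15 min at room temperature. Nitrocefin was then added from an 800 uM solution, and hydrolysis was followed at 480 nm.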
Active calls of the source: *; ? = inconclusive; . = not tested or not shown; & = joins results of further samples; [ ] = another dose, or the depositor's remark. Unless noted, calls follow the shape of the dose curve; as a rule, active = well fitted curve in the direction sought with a large enough effect; inconclusive = small, poorly fitted or top-dose-only effect, or another doubt; inactive = no such curve, though single readings can be large; an effect the other way counts as inactive or inconclusive. Unless noted, % is scaled to controls: 0 for no effect and ±100 for the full control effect.

Preview:
[1] O=S(=O)(c1ccc2ccccc2c1)N(CC(O)CN1CCOCC1)c1ccccc1 (centres undefined)
[2] COc1ccc(OC)c(Nc2ncnc3c2cnn3-c2ccc(C)cc2)c1
[3] O=C(Nc1ccc(Br)cn1)c1ccc(COc2c(F)c(F)cc(F)c2F)o1
[4] CCN(CC)S(=O)(=O)c1cc(C(=O)OCC(=O)Nc2cccc(S(=O)(=O)N(C)C)c2)ccc1F
[5] Cc1ccc(NC(=O)Nc2nnc(-c3ccncc3)s2)cc1
compound no.	1	2	3	4	5
AMA1 RON2 block	-10%	.	-8%	9%	-6%
Giardia FBPA inh	9%	.	.	10%	3%
AmpC inh no detg	107%[activator]	.	-32%	-36%	241%[activator]
HCMV inh	-32	18	-30	0	-99*
AmpC inh detg	-14%	-5%	8%	3%	0%
Sm TGR block	-1%	1%	-4%	0%	?

Main list, repeating the preview:
[1] O=S(=O)(c1ccc2ccccc2c1)N(CC(O)CN1CCOCC1)c1ccccc1 (centres undefined)
[2] COc1ccc(OC)c(Nc2ncnc3c2cnn3-c2ccc(C)cc2)c1
[3] O=C(Nc1ccc(Br)cn1)c1ccc(COc2c(F)c(F)cc(F)c2F)o1
[4] CCN(CC)S(=O)(=O)c1cc(C(=O)OCC(=O)Nc2cccc(S(=O)(=O)N(C)C)c2)ccc1F
[5] Cc1ccc(NC(=O)Nc2nnc(-c3ccncc3)s2)cc1
compound no.	1	2	3	4	5
AMA1 RON2 block	-10%	.	-8%	9%	-6%
Giardia FBPA inh	9%	.	.	10%	3%
AmpC inh no detg	107%[activator]	.	-32%	-36%	241%[activator]
HCMV inh	-32	18	-30	0	-99*
AmpC inh detg	-14%	-5%	8%	3%	0%
Sm TGR block	-1%	1%	-4%	0%	?

[6] O=C(NCc1ccc2c(c1)OCO2)c1cccc(S(=O)(=O)N2CCCCC2)c1
[7] CCOc1ccccc1NC(=O)CCn1ccnc1
[8] CC(C)N1CCN(Cc2ccc(-c3ccccc3Cl)o2)CC1CCO (centres undefined)
[9] CC(C)c1ccc(S(=O)(=O)N2CCN(C(=O)c3ccncc3)CC2)cc1
[10] Cc1ccc(N2CC(C(=O)OCC(=O)Nc3ccccc3C)CC2=O)cc1 (centres undefined)
compound no.	6	7	8	9	10
AMA1 RON2 block	-1%	6%	-8%	-6%	-3%
Giardia FBPA inh	2%	-4%	1%	.	.
AmpC inh no detg	-31%	-13%	19%	33%	-1%
HCMV inh	-1	-17	11	-14	-20
AmpC inh detg	2%	?	5%	-3%	5%
Sm TGR block	-1%	1%	?	-9%	0%

[11] CCc1ccccc1NC(=O)CC(C)S(=O)(=O)c1ccc2c(c1)NC(=O)CO2 (centres undefined)
[12] N/C(CN1CCCC1=O)=N\O
[13] FC(F)(F)c1cccc(Oc2cc(C(F)(F)F)nc(-c3ccccn3)n2)c1
[14] O=S(=O)(Nc1ccccc1N1CCCCC1)c1ccc(F)cc1F
[15] CCOc1ccc(/C=N/N2CCN(Cc3ccccc3)CC2)cc1
compound no.	11	12	13	14	15
AMA1 RON2 block	.	9%	19%	?	?
Giardia FBPA inh	.	3%	4%	-27%	4%
AmpC inh no detg	.	-8%	-7%	-26%	31%
HCMV inh	3	9	-10	?	14
AmpC inh detg	-1%	-11%	1%	-1%	0%
Sm TGR block	0%	-3%[11.4 µM]	0%	5%	?

[16] CCOc1ccc(C(=O)CCC(=O)NNC(=O)c2ccncc2)cc1
[17] CC(C)(C)[C@@H]1COC(=O)[C@H](Cc2ccc(F)cc2)CC/C=C\C[C@H](CC(=O)N(CCO)Cc2ccccc2)C(=O)N1
[18] CC(NC(=O)/C(C#N)=C/c1cn(-c2ccccc2)nc1-c1ccc(F)cc1)c1ccccc1 (centres undefined)
[19] Cc1ccc(C)c(OCCSc2nnc(-c3cccnc3)n2N)c1
[20] C=CCOC(=O)C1=C(C)Nc2nnnn2C1c1cccs1 (centres undefined)
compound no.	16	17	18	19	20
AMA1 RON2 block	49%[activator]	23%	-11%[11.6 µM]	-2%	-6%
Giardia FBPA inh	.	.	5%	6%	-17%
AmpC inh no detg	-15%	253%[activator]	-26%	-7%	-19%
HCMV inh	2	39	29	-30	-17
AmpC inh detg	-21%	.	0%	-3%	-9%
Sm TGR block	?	.	-15%	3%	-20%

[21] Cc1nn2c3ccccc3nc2n(C)c1=O
[22] Cc1cc(S(=O)(=O)N2CCOCC2)ccc1OCC(=O)Nc1ccc(F)c(Cl)c1
[23] COc1ccc(NC(=O)NC2COc3ccccc3C2)c(OC)c1 (centres undefined)
[24] Cc1nc(-c2ccc(S(=O)(=O)Nc3ccc(Cl)c(C(F)(F)F)c3)cc2)co1
[25] CCc1ccc(N2C(=O)CN(Cc3cccs3)C2=S)cc1
compound no.	21	22	23	24	25
AMA1 RON2 block	11%	9%	.	.	3%
Giardia FBPA inh	5%	-6%	.	.	0%
AmpC inh no detg	-12%	-16%	.	.	-28%
HCMV inh	-36	-16	11	2	-29
AmpC inh detg	-13%	-12%	-3%	-1%	1%
Sm TGR block	6%	4%	4%	8%	10%

Single records (already shown). Screens in order: AMA1 RON2 block	Giardia FBPA inh	AmpC inh no detg	HCMV inh	AmpC inh detg	Sm TGR block
CC(C)c1ccc(S(=O)(=O)N2CCN(C(=O)c3ccncc3)CC2)cc1 as listed: -6%	.	33%	-14	-3%	-9%
COc1ccc(OC)c(Nc2ncnc3c2cnn3-c2ccc(C)cc2)c1 as listed: .	.	.	18	-5%	1%
CC(C)N1CCN(Cc2ccc(-c3ccccc3Cl)o2)CC1CCO (centres undefined) as listed: -8%	1%	19%	11	5%	?
Cc1ccc(NC(=O)Nc2nnc(-c3ccncc3)s2)cc1 as listed: -6%	3%	241%[activator]	-99*	0%	?

Next results
[26] CCN(C(=O)Cn1nnc2sc(-c3ccccc3)cc2c1=O)c1cccc(C)c1
[27] CC1(C)c2[nH]c3ccccc3c2C[C@H]2C(=O)N(N)CC(=O)N21
[28] CN(C(=O)c1ccc(NC(=O)Cc2ccc([N+](=O)[O-])cc2)cc1)C1CCCC1
[29] COc1cccc(C(=O)NCCS(=O)(=O)N2CCN(C(=O)c3ccco3)CC2)c1
[30] C(=C\c1ccncc1)/c1ccccc1
compound no.	26	27	28	29	30
AMA1 RON2 block	.	-3%	-9%	-11%	20%
Giardia FBPA inh	.	3%	.	.	2%
AmpC inh no detg	.	3%	-25%	0%	-2%
HCMV inh	2	-37	-28	-24	0
AmpC inh detg	2%	1%	.	-10%	-6%
Sm TGR block	-2%	0%	.	-11%	-5%

[31] CC(C)CN(C(=O)c1ccc(F)cc1F)c1c(N)n(CC(C)C)c(=O)[nH]c1=O
[32] O=C(NCCCN1CCOCC1)c1ccc2c(c1)N(Cc1cccc(Cl)c1)C(=O)CS2
[33] CCCC(=O)NC(c1ccc(Cl)cc1Cl)c1ccc2cccnc2c1O (centres undefined)
[34] COC(=O)C1=C(C)N(CC2CC2)C(=NCc2cccc(Cl)c2)N[C@H]1c1ccccc1
[35] CC(C)C[C@H](NC(=O)NCc1ccc(Cl)cc1)C(=O)O
compound no.	31	32	33	34	35
AMA1 RON2 block	2%	-14%	82%[activator]	0%	4%
Giardia FBPA inh	6%	5%	?	8%&7%	16%
AmpC inh no detg	-1%	125%[activator]	-3%	-8%&87%	-6%
HCMV inh	1	?	-105*	-14	19
AmpC inh detg	-5%	-1%	-8%	?	10%
Sm TGR block	18%	-9%	3%	-1%&7%	-2%

[36] COc1ccc(C(CNC(=O)c2cccc(NS(=O)(=O)c3ccccc3)c2)N(C)C)cc1 (centres undefined)
[37] COc1ccc(C2CC(O)(c3ccccc3)Oc3cc(OC)cc(OC)c32)cc1 (centres undefined)
[38] O=C(Nc1ccccc1Cl)C1CCCN(c2ncnc3c2nc2n3CCCCC2)C1 (centres undefined)
[39] CN(C)S(=O)(=O)c1cccc(C(=O)NCC2CCCCC2)c1
[40] CC(=O)c1cnc2c(-c3ccc(Cl)cc3)c(C)nn2c1C
compound no.	36	37	38	39	40
AMA1 RON2 block	0%	-19%	-1%	-10%	6%
Giardia FBPA inh	.	?	-6%	-9%	3%
AmpC inh no detg	-23%	-19%	138%[activator]	14%	-20%
HCMV inh	40	29	?	-78*	-16
AmpC inh detg	4%	15%	0%	-5%	-1%
Sm TGR block	-26%	9%	5%	-3%	0%

[41] O=C(N/N=C/c1cccs1)c1cnccn1
[42] O=C(COC(=O)c1ccccc1F)NC1CC1
[43] Brc1cccc(-c2nnco2)c1
[44] Cc1ccc(C(=O)c2ccc(O)cc2)cc1C
[45] COc1cccc(N2CCN(C(=O)c3ccc(CS(=O)c4ccc(Cl)cc4)o3)CC2)c1 (centres undefined)
compound no.	41	42	43	44	45
AMA1 RON2 block	14%	17%	19%	-19%	-2%
Giardia FBPA inh	0%	.	-7%	1%	.
AmpC inh no detg	-20%	-10%	-15%	-41%	119%[activator]
HCMV inh	19	0	-33	0	-35
AmpC inh detg	-4%	?	-8%	?	-5%
Sm TGR block	1%	-10%	-5%	3%	-14%

[46] Cc1ccc(Cn2c(O)c(N=NC(=S)Nc3ccccc3F)c3cc(S(=O)(=O)N4CCOCC4)ccc32)cc1
[47] CC1CC(C)CN(C(=O)COC(=O)COc2ccc(C#N)cc2)C1 (centres undefined)
[48] Cc1nc2c(C(=O)Nc3ccc(N4CCCC(O)C4)cc3)snc2c(=O)[nH]1 (centres undefined)
[49] COc1cc(C(c2c(C)[nH][nH]c2=O)c2c(C)[nH][nH]c2=O)cc([N+](=O)[O-])c1O
[50] CCOC(=O)c1c(N)nn(C(=O)C(C)(C)C)c1-c1ccccc1
compound no.	46	47	48	49	50
AMA1 RON2 block	62%[activator]	-8%	-7%	-14%	2%
Giardia FBPA inh	-1%	.	-1%	16µM*	?
AmpC inh no detg	-19%	-2%	-16%	-12%	-21%
HCMV inh	0	4	2	-5	-10
AmpC inh detg	2%	.	-7%	-5%	1%
Sm TGR block	-3%	.	-13%	-20%	-1%

[51] O=C(Nc1ccc2oc(-c3ccncc3)nc2c1)c1ccc(Br)o1
[52] O=C(CN1CCN(Cc2cccc(F)c2)CC1)NCc1ccccc1
[53] COc1ccc(C2=NN(c3nc(C)cc(C)n3)C(=O)C2)cc1
[54] COc1cc(C(O)CN)ccc1O (centres undefined)
[55] Cn1c(=O)c2c(nc(N3CCc4ccccc4C3)n2Cc2ccccc2F)n(C)c1=O
[56] CCOC(=O)C1(CC)NC(c2ccco2)C2C(=O)N(c3ccc(C)cc3)C(=O)C21 (centres undefined)
[57] C=CCOn1c(C)c(C(C)=O)c2c3nonc3ccc21
compound no.	51	52	53	54	55	56	57
AMA1 RON2 block	-1%	4%	106%[activator]	-4%	12%	-9%	-22%
Giardia FBPA inh	.	-2%	-16%	-11%	-2%	-10%	?
AmpC inh no detg	-20%	31%	65%[activator]	-8%	-12%	52%	-20%
HCMV inh	-36	-28	?	24	8	43	-81*
AmpC inh detg	3%	0%	-5%	?	?	-17%	0%
Sm TGR block	?	5%	22%	-9%	2%	45µM*	-25%

Results in sequence from the list.
Compounds 31 to 38 in Giardia FBPA inh: 6%, 5%, ?, 8%&7%, 16%, ., ?, -6%

Random draw from the library. About 7.8% of those tested had a hit in this group.
